# Glioma ERSR ind: qHTS for Inducers of the Endoplasmic Reticulum Stress Response (ERSR) in Human Glioma: qHTS; hit rate 0.02% among 420,000; U87-MG GRP78 promoter luciferase reporter, 16 h; AID 602332, 2012; Potency, µM, without a hit: top-dose activation, actives largely listed as activators; note: potency is the fitted concentration of half-maximal effect; series mostly up to about 76 µM; % of control where 0% means no effect; nearly all actives have a fitted effect of over 35% in size
#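 ERSR induction read as luciferase luminescence (Bright-Glo, 10 min at room temperature) in stably transfected human U87-MG glioma cells exposed to compounds for 16 h, using GRP78 as sensor.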
# RGS4 inhibitor: Inhibitors of Regulator of G Protein Signaling (RGS) 4: qHTS; Potency, µM (titrated, usually from 114 µM), inactives show at the highest dose activity change, negative = inhibition, hits mostly inhibitors; hit rate 0.039% among 390,000; Regulator of G-protein signaling 4 (Homo sapiens), P49798; Transcreener GDP fluorescence polarization, RGS4-accelerated GTP hydrolysis; note: potency is the fitted concentration of half-maximal effect; % is set by controls: 0 for no effect and ±100 for the full control effect; nearly all actives have a fitted effect of over 75% in size; some results filed as inactive show a strong effect at the top dose
# Target sequence (P49798 whole entry, looked up): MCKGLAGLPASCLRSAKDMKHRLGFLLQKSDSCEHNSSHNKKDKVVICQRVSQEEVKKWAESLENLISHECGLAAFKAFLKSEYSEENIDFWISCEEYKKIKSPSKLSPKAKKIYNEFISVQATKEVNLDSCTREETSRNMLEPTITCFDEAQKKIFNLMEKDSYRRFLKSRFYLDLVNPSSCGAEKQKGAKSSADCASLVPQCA
#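 MLSMR compounds (23 nl, pin-transferred) preincubated 10 min at room temperature with a 500nM (2x) first reagent, then RGS4 at 900nM (2x) plus Transcreener GDP mix added; fluorescence polarization (620/688 nm) read before and after 90 min at 30 °C.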
# LDHA inh: qHTS assay for inhibitors of human lactate dehydrogenase; purified LDHA, NADH/diaphorase-resazurin fluorescence; active compounds read low; activity change, % (values are at about 110 or 230 µM); L-lactate dehydrogenase A chain (Homo sapiens), P00338; hit rate 0.15% among 480,000; in the data active = activity change below about -30%; inconclusive = mostly about -25% to -30%;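 note: plate controls were DMSO wells for no effect and wells without enzyme for full effect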
#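 LDH5 2 nM; NADH 0.06 mM, pyruvate 0.2 mM; 200 mM Tris pH 7.4, EDTA, Tween-20; 5 min RT. Detection: diaphorase 0.133 mg/mL + resazurin 37 µM, fluorescence ex540/em590 at 0 and 20 min; normalized to enzyme-free and DMSO wells.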
# ERG-DNA inh: qHTS for Small Molecule Inhibitors of the ERG Ets/DNA interaction; Transcriptional regulator ERG (Homo sapiens), P11308; Potency, µM (series often up to 76.9 µM), inactives show at the top dose FP activity, negative = inhibition, usual class: inhibitors; fluorescence polarization, His-ERG Ets domain / labelled DNA; hit rate 0.028% among 370,000; AID 624246, 2012; active = well fitted inhibition curve with a large enough effect in the polarisation, with a control signal flat; inconclusive = small, poorly fitted or top-dose-only effect, or effect the other way, or a change in a side signal; inactive = no such curve, though single readings can be large or run the other way; the % refers to the polarisation;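 note: polarization taken with two DNA probes labelled with fluorescein and Texas red; potency is the fitted concentration of half-maximal effect; % of control where 0% means no effect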
#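 His-tagged ERG Ets domain (1 uM in the protein solution; 300mM KCl, 50mM Tris-HCl, 1mM EDTA, 1mM DTT, pH 7.5) received compound, then a probe mix of 5 nM fluorescein-DNA and 100nM Texas-615-DNA. Fluorescence polarization was read for both dyes.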
# Vif-APOBEC3G blk: qHTS for Inhibitors of Vif-A3G Interactions: qHTS; Potency, µM (highest dose often 46.1 µM), for inactives: at the top dose activity, negative = active, most hits filed as inhibitors; HeLa A3G-eYFP + Vif (tagged APOBEC3G with the HIV-1 protein that degrades it), YFP fluorescence, overnight; hit rate 0.076% among 410,000;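 note: potency is the fitted concentration of half-maximal effect; % is set by controls: 0 for no effect and ±100 for the full control effect; nearly all actives have a fitted effect of over 60% in size; hits raise eYFP signal because A3G escapes Vif-driven loss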
#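 HeLa cells stably expressing Vif and C-terminally eYFP-tagged A3G, seeded overnight at 37 deg C, then exposed to compound by pintool overnight at 37 deg C. Rise in yellow fluorescence (Ex 488/Em 500-530, Acumen) marks blocked Vif-driven A3G degradation.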
# D2 agonist: HTS Assay for Allosteric Agonists of the Human D2 Dopamine Receptor: Primary Screen for Agonists. activation, % at 2 µM. hit rate 0.53% among 340,000. AID 485358, 2010. HEK293 T-REx D2 cells, calcium flux agonist mode. D(2) dopamine receptor (Homo sapiens), P14416;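 active = activation over 3 SD above normal in the single-dose calcium agonist read, cut at about 30% in these data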; note: 0% is about no effect
#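 In this primary screen, compounds producing a positive calcium signal within 180 s of addition to tetracycline-induced, force-coupled HEK293 Trex D2 cells are flagged; cells are dye-loaded with a no-wash calcium kit beforehand.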
# Vif-APOBEC3F blk: qHTS for Inhibitors of Vif-A3F Interactions: qHTS; HeLa A3F-eYFP + Vif (tagged APOBEC3F with the HIV-1 protein that degrades it), YFP fluorescence increase; Potency, µM (titrated, usually from 46.1 µM), for the others: top-dose activity, negative = active; hit rate 0.2% among 390,000; note: potency is the fitted concentration of half-maximal effect; % of control where 0% means no effect; nearly all actives have a fitted effect of over 65% in size
#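 Fluorescence increase (Ex 488/Em 500-530) after overnight compound treatment at 37 deg C flags inhibition of Vif-driven A3F-eYFP loss in stable HeLa A3F-eYFP/Vif cells seeded overnight beforehand.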
# 12-LOX inh: Primary qHTS assay for inhibitors of human arachidonate 12S-lipoxygenase (ALOX12): Round 2; Polyunsaturated fatty acid lipoxygenase ALOX12 (Homo sapiens), P18054; purified 12hLO, xylenol orange hydroperoxide absorbance; Potency, µM (doses to about 108 µM), for the others: at the top dose activity change, negative = inhibition, hits mostly inhibitors; hit rate 1.1% among 580,000; note: potency is the fitted concentration of half-maximal effect; % is set by controls: 0 for no effect and ±100 for the full control effect
# Target sequence (P18054 whole entry, looked up): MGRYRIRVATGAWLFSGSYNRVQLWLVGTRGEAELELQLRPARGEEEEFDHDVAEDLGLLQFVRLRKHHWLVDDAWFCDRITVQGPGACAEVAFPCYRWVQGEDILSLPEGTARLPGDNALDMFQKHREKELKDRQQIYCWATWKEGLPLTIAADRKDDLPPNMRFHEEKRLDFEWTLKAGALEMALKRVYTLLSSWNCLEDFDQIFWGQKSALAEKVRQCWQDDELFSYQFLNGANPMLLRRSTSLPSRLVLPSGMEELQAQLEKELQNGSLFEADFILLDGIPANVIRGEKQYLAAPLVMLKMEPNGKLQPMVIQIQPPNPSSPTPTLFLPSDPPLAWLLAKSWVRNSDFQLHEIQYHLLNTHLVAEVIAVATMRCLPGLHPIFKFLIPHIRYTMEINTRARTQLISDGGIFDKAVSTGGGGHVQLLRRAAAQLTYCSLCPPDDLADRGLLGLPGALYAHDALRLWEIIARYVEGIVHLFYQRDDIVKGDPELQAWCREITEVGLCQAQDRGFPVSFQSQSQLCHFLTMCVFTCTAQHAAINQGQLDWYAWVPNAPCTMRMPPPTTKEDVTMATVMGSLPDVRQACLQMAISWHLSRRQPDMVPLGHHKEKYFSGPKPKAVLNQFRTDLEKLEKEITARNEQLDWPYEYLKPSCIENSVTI
#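 Purified human 12hLO (150 nM final) in 25 mM Hepes, 0.01% Triton X-100, pH 7.0 was preincubated 15 min at room temperature with compound. Then 40 uM arachidonic acid was added, 30 min. Hydroperoxide was read by Fe-XO absorbance ratio 573/405 nm.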
# D2 antag: HTS Assay for Allosteric Antagonists of the Human D2 Dopamine Receptor: Primary Screen for Antagonists; HEK293 TREx D2 cells, calcium flux, dopamine EC80; AID 485344, 2010; hit rate 2% among 340,000; D(2) dopamine receptor (Homo sapiens), P14416; inhibition, % at 10 µM; in the data active = inhibition above about 30%; note: 0% is about no effect
#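 Cells plated overnight at 30 C with tetracycline; no-wash calcium dye, 30–90 min RT; 10 s baseline; compound pinned; 180 s read; EC80 dopamine added; another 180 s read.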
# An asterisk follows results filed as active; ? = inconclusive; . = no result given; & = joins results of further samples; [ ] = another dose, or the depositor's remark. Unless noted, calls come from the whole dose curve; as a rule, active = well fitted curve in the direction sought with a large enough effect; inconclusive = small, poorly fitted or top-dose-only effect, or another doubt; inactive = no such curve, though single readings can be large; an effect the other way counts as inactive or inconclusive. The list is partial; the hit share may differ from the screen's.
# The line under a structure holds: Glioma ERSR ind	RGS4 inhibitor	LDHA inh	ERG-DNA inh	Vif-APOBEC3G blk	D2 agonist	Vif-APOBEC3F blk	12-LOX inh	D2 antag
CCc1ccc(NC(=O)CCn2c(=O)c3cccn3c3ccccc32)cc1
 : 0.4%&-4.1%	-19.4%&5.4%	-2.4&-4.6	13.0%&8.0%	-14.5%&-17.8%	-2.0&0.8	0.8%&-6.4%	29.3%&-29.1%	-22.6
O=c1oc2ccc(Br)cc2cc1S(=O)(=O)c1ccc(F)cc1
 : 9.6%	-41.5%	-5.5	2.9%	?	-1.2	-0.1%	.	5.9
O=C(Nc1ccccc1OCc1cc(=O)n2ccccc2n1)Nc1ccccc1C(F)(F)F
 : -2.0%	-11.4%	1.1	0.1%	3.4%	1.3	-3.3%	-12.8%	.
Cc1ccccc1OCC(O)CNC1CCC(NCC(O)COc2ccccc2C)CC1 (configuration not stated)
 : -14.5%	29.0%	-1.7	0.9%	-23.0%	6.7	15.2%	?	0.7
Cc1cc(C)c(NC(=O)Cn2nnc(C(=O)NCc3cccs3)c2N)c(C)c1
 : -0.6%&-6.9%	-25.8%&-4.6%	-6.0&-10.5	-5.5%&8.0%	-5.8%&0.2%	-0.4	-0.1%&3.3%	-8.3%&0.0%	.
CN(CCOc1ccc(-c2ccn(S(=O)(=O)c3cccc4ccccc34)n2)cc1)c1ccccn1
 : 3.7%	-2.1%	1.2	2.0%	0.9%	-0.5	2.5%	-4.4%	7.7
S=C1NCN(Cc2cccnc2)CN1
 : -2.2%	5.2%	-8.6	1.9%	2.8%	0.3	-3.4%	-15.7%	-8.1
Cc1ccc(S(=O)(=O)N(C)C[C@@H]2OCc3cnnn3CCCC(=O)N([C@H](C)CO)C[C@H]2C)cc1
 : -2.6%	.	-4.2	.	0.5%	.	-17.2%	-9.3%	.
NC(CCc1ccccc1)c1csc(Nc2ccccn2)n1 (configuration not stated)
 : -5.9%	.	-7.2	.	?	.	.	-0.4%	.
CCc1nccn1CCC(=O)NC1CCCc2c1cnn2-c1ccc(F)cc1F (configuration not stated)
 : 0.6%	22.3%	-0.8	8.8%	0.5%	0.4	-5.1%	-1.0%	-2.4
Cc1ccc2nc(/C=C/c3cccc(F)c3)ccc2c1
 : -0.6%	-10.8%	-1.8	0.6%	1.8%	0.2	-5.6%	-10.6%	-12.1
CCOc1ccc(NC(=S)Nc2ccc(OC)cc2)cc1
 : 2.4%	-25.5%	0.5	7.0%	1.6%	0.3	-1.0%	?	4.4
C=C(C)C1CC=C(C)/C(=N/NC(=O)c2ccoc2C)C1 (configuration not stated)
 : 4.9%	3.2%	2.9	-5.1%	-1.5%	-0.8	-4.2%	-26.1%	17.7
Cc1cc(C)cc(NC(=O)CSc2nnc(-c3cc(C)[nH]n3)n2N)c1
 : 0.0%	8.6%	-9.0	8.1%	-1.0%	0.4	0.2%	-6.8%	16.8
CCc1ccc(S(=O)(=O)Nc2ccc(-c3nc4cccnc4s3)cc2)s1
 : 7.2%	3.5%	-1.5	4.1%	-5.2%	.	-11.8%	?	.
COc1ccc(/C=N/NC(=O)c2ccc(Br)cc2)cc1Cn1cc(Cl)cn1
 : 4.8%	-36.3%	-2.2	5.1%	-0.7%	.	3.5%	-8.8%	.
C[C@@H]1CN([C@@H](C)CO)C(=O)CCCn2nncc2CO[C@@H]1CN(C)C(=O)c1cc(-c2ccccc2)on1
 : 1.9%	.	0.2	.	-4.9%	.	-5.7%	0.3%	.
Cc1ccc(Cl)cc1NC(=O)CCCN1C(=O)CCn2nc(-c3cn(C)c4ccccc34)cc21
 : 1.0%	-6.7%	-0.1	2.0%	-3.8%	0.8	-1.9%	-21.3%	.
O=C(N/N=C/C=C\c1ccccc1[N+](=O)[O-])c1ccccn1
 : 2.1%	-25.2%	-3.6	1.4%	1.8%	-1.0	0.7%	-1.2%	81.4*
O=C(NCC(=O)N1CC(O)CC1C(=O)N1CC(O)CC1C(=O)OCc1ccccc1)OCc1ccccc1 (configuration not stated)
 : -3.4%	-10.7%	-11.1	4.9%	5.9%	0.1	2.5%	-8.8%	9.4
COc1ccc2[nH]c(C(O)(Cc3cccnc3)Cc3cccnc3)cc2c1
 : -5.1%	18.3%	-7.3	-0.3%	-0.9%	1.1	-0.3%	-16.0%	9.7
CCC(C)(C(=O)NC1CCCCC1)N(CC1CCCO1)C(=O)Cc1cccs1 (configuration not stated)
 : -6.0%	-13.9%	-5.8	0.3%	-1.1%	-0.9	-2.9%	49.1%[activator]	-17.0
Cc1ccc(S(=O)(=O)N2CCN(c3ncccn3)CC2)c(C)c1
 : 2.2%	-8.2%	-9.9	8.8%	-2.1%	2.7	6.5%	47.2%[activator]	23.5
O=C1OCCC1Sc1nnc(-c2cccnc2)n1-c1ccccc1F (configuration not stated)
 : -2.7%	23.8%	-11.2	-6.7%	1.6%	1.8	3.2%	-0.5%	-0.5
CC(C)=C1C2CCC1C1C(=O)N(c3nccs3)C(=O)C21 (configuration not stated)
 : -0.2%	9.4%	0.0	-3.0%	-6.3%	0.5	-8.4%	-1.1%	-0.6
CCN(CC)CCNC(=O)C1(O)c2cc(Br)ccc2NC(=O)N1c1ccc(Cl)cc1 (configuration not stated)
 : 0.2%	-1.3%	0.4	-1.0%	-5.6%	-0.3	9.7%	57.1%[activator]	5.9
O=S(=O)(c1ccc(F)cc1)c1nc(-c2ccco2)oc1NCCCn1ccnc1
 : -5.8%	.	-0.3	.	-0.2%	.	-0.4%	-12.9%	.
CCN(CCCNC(=O)C1CCN(S(=O)(=O)c2cnc[nH]2)CC1)c1cccc(C)c1
 : 1.7%	-14.0%	15.7	-1.5%	1.9%	-0.3	-4.1%	-16.6%	-18.7
COc1cc(Cn2c3ccc(NC(=O)NCc4ccc(F)cc4)cc3c(=O)n2C)ccc1F
 : -2.0%	.	8.1	.	-16.9%	.	.	-9.5%	.
CC(C)c1ccc(/C=C(\c2nc3ccccc3[nH]2)S(=O)(=O)c2ccccc2)cc1
 : -14.7%	-12.2%	-3.7	-1.4%	-22.8%	6.9	-1.4%	-8.1%	-0.8
COc1ccc(-c2cc(C(=O)OC(C)C(=O)c3ccccc3)c3cccc(Cl)c3n2)cc1 (configuration not stated)
 : -0.5%	4.8%	-4.7	3.8%	1.4%	1.9	-5.7%	-15.7%	.
Cc1ccc(CN2CC(N3CCN(CC4CC4)CC3)CS2(=O)=O)cc1 (configuration not stated)
 : -3.0%	.	-9.3	.	2.4%	.	.	-10.6%	.
COc1ccc(C)cc1NC(=O)c1ccc2c(O)c(S(=O)(=O)c3ccccc3)c(=O)[nH]c2c1
 : 0.4%	-12.5%	-0.1	-4.3%	-4.9%	-0.1	-16.7%	-9.2%	-0.9
O=C(CCNC(=O)c1ccc([N+](=O)[O-])cc1)Oc1ccc(F)c(F)c1
 : 0.5%	-0.6%	1.7	-16.3%	2.2%	.	-9.2%	13.3%	.
COc1cccc(NC(=O)Cn2c(=O)n(Cc3ccco3)c(=O)c3cc(OC)c(OC)cc32)c1
 : -3.7%	-12.5%	-7.4	8.4%	-3.2%	-0.3	-15.3%	-22.1%	.
CCCn1c(SCc2nc(-c3cc(OC)ccc3OC)no2)nnc1-c1ccc(Cl)cc1
 : -1.7%	0.3%	-1.0	1.3%	1.1%	0.5	-1.4%	-5.8%	.
Cc1cc2ccccn2c1C(=O)c1nc(N2CCOCC2)ncc1Cl
 : 3.1%	11.2%	-5.5	-0.3%	-13.2%	0.5	-7.0%	8.1%	-16.0
COc1cc(S(=O)(=O)NC2CCCC2)ccc1F
 : -3.3%	23.8%	-8.2	-4.6%	1.2%	-0.5	-4.6%	16.8%	2.9
COc1ccc(CNC(=O)c2ccc(N3CCC4(CC3)CC(c3ccc(Cl)cc3)=NO4)c(NC(=O)Cc3ccc(F)cc3)c2)cc1
 : -4.6%	4.0%	-1.8	-2.6%	0.8%	.	-5.9%	-13.1%	.
CCSc1nnc(Cc2cc(=O)[nH]c(=O)[nH]2)n1-c1cc(C)ccc1C
 : -6.3%	49.2%	0.7	0.0%	-4.6%	.	1.2%	6.6%	.
Cc1ccccc1NC(=O)C(=O)NCCc1c[nH]c2ccccc12
 : -1.9%	-7.4%	-4.8	-3.4%	-1.0%	2.1	-4.7%	-1.3%	-11.2

# Bioassay records as filed in PubChem BioAssay.
